From PubChem
TCR-CD3 inh = human TCR-CD3 binding inhibition | inhibition, % at 9.4 µM | hit rate 0.37% among 360,000 | TAMRA-labeled TCR probe fluorescence, biochemical; in the data active = inhibition above about 19%;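 note: recombinant mutant TCR 2C K166C tagged with TAMRA read by polarization; 0% = receptor in buffer alone and 100% = receptor with positive control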
PG9 binder = small molecules binding HIV-1 gp120 antibody PG9; TR-FRET gp120-PG9 antibody binding; hit rate 0.43% among 360,000; inhibition, % at 6.7 µM; AID 624416; in the data active = inhibition above about 8.5%
SIAE inh = human SIAE inhibition, primary screen; Q9HAT2; SIAE FP-Rh probe binding, fluorescence polarization; inhibition, % at 9.66 µM; hit rate 0.69% among 370,000; AID 1053197;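 active = inhibition above a cutoff: mean of compounds within the control limits plus 3 SD of those, cut at about 17% in these data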;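 note: 0% = plate median of compound wells and 100% = probe without SIAE protein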
TDP2 inh = blocks human TDP2 phosphodiesterase activity. O95551. recombinant TDP2, T5PNP hydrolysis, p-nitrophenol absorbance 415 nm. inhibition, % at 12.8 µM. hit rate 0.34% among 370,000. AID 720702;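 active = inhibition above the mean of all tested compounds plus 3 SD, set per campaign, cut at about 25% in these data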;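 note: 0% = DMSO with enzyme and 100% = buffer with substrate but no TDP2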
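Material: recombinant human TDP2; quantity: TDP2 enzyme at 120 nM final; medium: Tris-HCl pH 7.5 with MgCl2; compound: single concentration, 12.8 µM nominal, with 1% DMSO; incubation: 2 h enzyme incubation at 37 °C; signal: epi absorbance; measure: percent inhibition; benchmarks: high control without enzyme, low control DMSO plus TDP2; repeats: singlicate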
LEDGF integ inh = blocks HIV-1 LEDGF/p75-dependent DNA integration | inhibition, % at 3.7 µM | hit rate 0.64% among 370,000 | TR-FRET IN-LEDGF/p75 DNA integration, Eu/Cy5;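 active = inhibition above the screen-wide mean plus 3 SD, cut at about 13% in these data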;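 note: signal is the Cy5 over europium emission ratio at 671 and 618 nm; 0% = plate median of compound wells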
PRMT1 FP inh = inhibitors of human PRMT1 | recombinant PRMT1, activity-based probe fluorescence polarization | inhibition, % at 2.79 µM | hit rate 1.3% among 370,000;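 active = inhibition above about 21% made by adding two undisclosed values, limit read from the data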
Target sequence (Q99873 whole entry, looked up): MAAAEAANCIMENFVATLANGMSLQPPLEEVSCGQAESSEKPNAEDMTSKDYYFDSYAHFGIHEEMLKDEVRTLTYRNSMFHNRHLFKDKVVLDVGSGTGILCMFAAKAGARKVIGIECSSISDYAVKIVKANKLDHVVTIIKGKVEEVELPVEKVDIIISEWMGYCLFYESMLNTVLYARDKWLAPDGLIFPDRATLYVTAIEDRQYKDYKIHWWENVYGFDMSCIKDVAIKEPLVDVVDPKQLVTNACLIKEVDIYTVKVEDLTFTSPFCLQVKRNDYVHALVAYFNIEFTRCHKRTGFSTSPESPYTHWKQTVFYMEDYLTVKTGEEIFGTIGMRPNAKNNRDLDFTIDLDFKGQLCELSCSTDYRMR
Tn7 DDE FP = DD(E)-Tn7 binding inhibition, primary FP screen; hit rate 0.13% among 370,000; FP displacement of FITC-Tn7 peptide from fibrin DD(E); 0% = median of compound wells per plate; P02675; AID 720508; inhibition, % at 8.3 µM;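 active = inhibition above the mean of compounds falling within the control limits plus 3 SD of them, cut at about 14% in these data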;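 note: 0% = plate median of compound wells and 100% = 10 µM Aha-Tn7 peptide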
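Also added: labelled Tn7 tracer, 0.1 µM; Assay system: human fibrin DD(E) protein; Amount: 2 µM fibrin DD(E); Schedule: 10 min compound pre-incubation, 3 h probe incubation at room temperature; Repeats: one replicate per compound; Read-out basis: percent inhibition; Measured by: fluorescence polarization of the labelled Tn7 tracer.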
mABHD4 FP = inhibitors of mouse ABHD4; Q8VD66; purified mABHD4, FP-Rh probe fluorescence polarization; inhibition, % at 8.92 µM; hit rate 0.54% among 370,000;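 active = inhibition exceeding the mean over every tested compound plus 3 SD, cut at about 30% in these data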;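 note: 0% = plate median of compound wells and 100% = S159A mutant with DMSO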
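Material: mouse ABHD4 enzyme, wild type; Benchmarks: S159A mutant high control, sample median low control; Buffer or medium: HEPES pH 7.0, NaCl, Pluronic buffer; Signal: fluorescence polarization; Read-out: percent inhibition of probe binding, normalized to plate controls; Timing: pre-incubation 45 min, probe exposure 60 min, at 25 °C; Dosing: 8.92 µM, single dose.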
HTRA1 inh = HTRA1 (human) protease inhibition; inhibition, % at 5.96 µM; AID 504803; hit rate 0.5% among 340,000; recombinant HTRA1, FP-rhodamine activity-based probe, fluorescence polarization; in the data active = inhibition above about 36%;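 note: 0% = enzyme with DMSO and 100% = wells lacking enzyme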
Target sequence (Q92743 whole entry, looked up): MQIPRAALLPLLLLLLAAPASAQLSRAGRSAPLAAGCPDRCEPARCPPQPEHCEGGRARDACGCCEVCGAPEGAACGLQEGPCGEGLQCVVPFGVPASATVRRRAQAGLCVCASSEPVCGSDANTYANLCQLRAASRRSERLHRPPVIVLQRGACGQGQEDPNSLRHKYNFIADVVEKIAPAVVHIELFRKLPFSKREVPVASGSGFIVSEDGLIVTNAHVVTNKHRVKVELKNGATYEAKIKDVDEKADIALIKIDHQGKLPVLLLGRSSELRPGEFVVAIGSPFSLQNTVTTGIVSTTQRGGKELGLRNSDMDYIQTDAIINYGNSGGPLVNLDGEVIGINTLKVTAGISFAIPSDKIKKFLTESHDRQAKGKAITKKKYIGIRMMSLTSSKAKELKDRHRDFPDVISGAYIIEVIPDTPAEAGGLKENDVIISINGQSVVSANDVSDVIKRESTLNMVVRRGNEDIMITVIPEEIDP
UHRF1 MBD2 ctr = blocks human UHRF1 binding to methylated DNA; inhibition, % at 4.4 µM; AID 687016; UHRF1 binding to methylated oligo, TR-FRET; hit rate 0.75% among 370,000; in the data active = inhibition above about 21%;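 note: UHRF1 SRA domain binding a hemimethylated CpG hairpin DNA probe; 0% = median of test compound wells and 100% = reference inhibitor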
Numbers without * were called inactive; . = not tested or not shown.

SMILES	TCR-CD3 inh	PG9 binder	SIAE inh	TDP2 inh	LEDGF integ inh	PRMT1 FP inh	Tn7 DDE FP	mABHD4 FP	HTRA1 inh	UHRF1 MBD2 ctr
CC(C)[C@H](NC(=O)c1ccco1)C(=O)OCC(=O)Nc1ccc(Cl)c(S(=O)(=O)N(C)C)c1	-1	1.4	-6	-12	-3	5	7	-8	0	1
CN(C)[C@@H]1CCN(c2cccc3c2S(=O)(=O)N2CC[C@H](C2)O3)C1	.	.	-5	2	1	-3	3	-2	.	3
O=C1NC(=Nc2ccccc2Cl)SC1(CO)CO	7	-0.2	-6	-8	3	-1	-6	-4	4	2
C=CC[C@@H](CC(=O)N[C@H](CO)Cc1ccccc1)C(=O)N[C@@H](COC(=O)[C@@H](CC=C)Cc1ccc(F)cc1)Cc1ccccc1	-2	-0.2	5	-3	-2	0	1	-1	6	-2
CCn1c(=N)c(S(=O)(=O)c2ccc(F)cc2)cc2c(=O)n3ccccc3nc21	10	1.2	-4	-4	0	0	1	6	-4	-1
COc1cccc(CN(C)C(=O)CNC(=O)c2sc3ccccc3c2Cl)c1OC	-3	2.5	-6	-21	-4	1	7	2	-18	3
O=C(COc1ncnc2c(Cl)cc(Cl)cc12)N1CCCCC1	-4	1.4	0	17	-2	-1	4	-1	7	1
CN1CCN(C(=O)c2cnn3c2NC(c2ccccc2)CC3C(F)(F)F)CC1 (centres undefined)	-4	2.1	-9	3	-2	4	-4	1	5	-1
COc1ccc(NC2CCCN(C(=O)CCc3ccncc3)C2)cc1OC (centres undefined)	-1	-5.0	6	-10	-1	11	-3	-10	6	0
COC(=O)CSc1nc(N2CCCCC2)c2c(c1C#N)CCCC2	8	-0.6	-4	7	2	1	-6	1	-26	0
CC(C)(C)C(=O)NC1CC2CCCC(C1)N2C(=O)Nc1ccc(Cl)cc1 (centres undefined)	-9	-1.5	-2	14	-2	1	-9	1	4	3
O=C(CN1C(=O)NC2(CCCCCC2)C1=O)N1CCC(Cc2ccccc2)CC1	1	0.1	4	5	0	3	0	2	-5	2
Cc1ccc(C)c(NC(=O)c2cc([N+](=O)[O-])cc([N+](=O)[O-])c2)c1	-3	0.2	-5	-9	-6	0	11	-9	-5	2
C[C@H]1CN([C@@H](C)CO)C(=O)CCCn2cc(nn2)CO[C@@H]1CN(C)C(=O)c1ccncc1	5	0.1	-5	-5	-1	-1	3	1	5	1
CCOC(=O)CC1C(=O)NCCN1C(=O)NC1CCCCC1 (centres undefined)	-5	-1.1	6	11	-1	-5	4	3	1	-2
Cc1ccc(S(=O)(=O)N2CCCOC2CNC(=O)C(=O)NCc2ccccn2)cc1 (centres undefined)	0	-2.1	5	-7	-4	2	-3	4	9	2
Cc1nn(C)c(Cl)c1NC(=O)OCc1ccccc1	4	-2.3	-2	8	1	-3	2	3	2	0
CCOC(=O)c1c(NS(C)(=O)=O)sc2c1CCC(C)C2 (centres undefined)	-1	0.9	-8	4	3	20	-4	-19	-4	4
O=C(O)c1ccc(C2(c3ccc(C(=O)O)cc3)OC(=O)c3ccccc32)cc1	2	1.3	-4	-5	5	0	-5	1	-5	4
Cc1ccc(-n2ncc3c(=O)n(CC(=O)N(C(C)C)C(C)C)cnc32)cc1	-3	-1.0	4	-10	5	-2	-2	-4	2	4
NCC(O)c1ccc(O)c(O)c1 (centres undefined)	12	-0.5	-1	-9	6	-2	-8	5	4	6
Cc1cccc(C)c1NC(=O)C(=O)NCCOc1ccc(Cl)cc1	0	1.0	0	-4	-2	-3	8	-2	-2	-2
COc1ccc(N2CCn3c2nc2c3c(=O)n(CCCc3ccccc3)c(=O)n2C)c(OC)c1	4	0.2	6	5	-2	-2	6	2	4	-4
O=C(Nc1ccccc1N1CCOCC1)c1ccc2c(c1)OCCO2	1	0.5	1	8	-2	0	-1	3	-1	1
CN(c1ccc(OCC(=O)OCc2nnc(-c3ccccc3)o2)cc1)S(=O)(=O)c1ccc(Cl)cc1	7	-0.3	-9	-3	2	1	2	3	-12	1
SMILES	TCR-CD3 inh	PG9 binder	SIAE inh	TDP2 inh	LEDGF integ inh	PRMT1 FP inh	Tn7 DDE FP	mABHD4 FP	HTRA1 inh	UHRF1 MBD2 ctr
Cc1nc2n(n1)CC(O)CS2 (centres undefined)	5	-4.1	1	-5	3	-1	2	-4	10	0
CCN(CC)C(=O)CSc1nc2cc(S(=O)(=O)N3CCOCC3)ccc2n1CC	-3	-0.2	-2	0	3	-3	11	-3	2	0
C/C(=N\NC(=O)CCc1ccccc1)c1ccc(Br)cc1	-1	-0.7	3	-5	-6	2	-1	0	-3	1
Cc1nc(CCNC(=O)COc2ccccc2)cs1	4	1.1	7	-3	3	-6	1	1	-2	0
Cc1cc(C(=O)O)c(CSc2ncn[nH]2)o1	-3	-0.9	-5	-1	-3	4	1	8	-2	2
CSc1ccccc1NC(=O)CN(c1cccc(C)c1)S(C)(=O)=O	-2	-0.5	2	-21	4	0	-1	-6	6	2
COc1ccc(-c2nsc(SCC(=O)NCC3CCCO3)n2)cc1 (centres undefined)	3	0.0	1	-16	0	-3	-1	-1	4	0
CSc1ccc(C2CC(=O)Nc3c2c(=O)n(C)c(=O)n3C)cc1 (centres undefined)	-8	0.9	-1	10	-5	3	-3	8	7	-1
Cc1ncsc1CCC(=O)N1CCCC(C(=O)c2cccc(Cl)c2)C1 (centres undefined)	11	-2.4	2	4	1	3	7	7	-3	-2
O=[N+]([O-])c1cc(/C=N/OCc2c(Cl)cccc2Cl)ccc1N1CCOCC1	-4	2.2	1	1	2	-1	-3	-9	-5	-2
COc1ccc(CC(=O)Nc2ccc(NC(=O)c3ccccc3F)cc2)cc1	2	0.4	-4	6	1	-2	1	1	-4	1
Cc1sc2nc(C)n(/N=C/N(C)C)c(=O)c2c1C	-6	-0.2	4	-3	1	0	-2	1	2	-1
CC12CCC(C(=O)NCc3ccc(Cl)cc3)(OC1=O)C2(C)C (centres undefined)	0	0.2	3	6	-2	0	-4	2	1	-6
c1ccc2c(c1)OCC(c1nnc3n1-c1ccccc1SC3)O2 (centres undefined)	-2	3.6	-3	12	3	10	0	-10	-5	2
Cc1ccc(CSc2nnc(C)c(=O)n2N)cc1	-3	-5.4	-10	-16	1	-3	-2	-2	-2	-1
O=C(Nc1ccc(O)c(-c2nc3ccccc3o2)c1)C1(c2ccc(Br)cc2)CCCC1	1	-1.2	3	-3	2	-1	-1	4	0	1
O=C(c1ccccc1Oc1ccccc1)N1CCC(Oc2cccnc2)CC1	.	.	20*	2	-3	-2	3	-1	.	1
COc1cc(NC(=O)COc2ccc([N+](=O)[O-])cc2)ccc1NC(=O)c1ccco1	-4	-0.1	-9	-5	3	5	5	-3	3	3
CSc1cccc(NC(=O)c2ccccc2N(C)S(C)(=O)=O)c1	4	1.4	-5	4	1	-2	-3	-4	5	-1
COc1ccc(C(=O)Oc2cccc(Nc3ncnc4ccccc34)c2)cc1OC	3	-1.1	-16	-1	3	0	-4	-10	-37	-1
Cc1ccccc1OCCN1CCCC1	1	-0.8	-4	8	1	-1	9	7	2	1
CCN1CCCC1CNC(=O)CN1C(=O)COc2ccc(C)cc21 (centres undefined)	3	-1.4	7	-13	-3	2	-5	-1	7	-1
Cc1ccc(C(=O)OC/C(O)=C(\C#N)c2nc3ccccc3[nH]2)cc1S(=O)(=O)N1CCOCC1	-2	-1.2	-5	-13	-2	3	2	3	-5	2
CCOC(=O)c1sc(C)c2c1NC1(CCCCC1)NC2=O	5	0.8	9	-1	5	-2	-3	-6	-10	-1
C#Cc1ccc([C@@H]2C=C(C(=O)O)O[C@H](OCCCCO)C2)cc1	9	-0.4	-3	4	3	1	-9	2	-4	3
COc1ccccc1CNC(=O)C(CCSC)NS(=O)(=O)c1ccc2c(c1)oc(=O)n2C (centres undefined)	-3	1.6	-2	7	-5	4	5	-4	-2	2
c1ccc(COc2cccc(CNCc3ccccn3)c2)cc1	0	0.7	-1	0	3	1	7	-2	3	2
COCCNC(=O)Cn1cc(C(=O)c2ccco2)c2ccccc21	-4	-0.3	-4	9	-1	0	1	4	6	-1
COc1ccc(-n2nc(C(=O)Nc3nc4ccc(OC)cc4s3)c3ccccc3c2=O)cc1	-6	0.6	-2	2	-2	3	8	2	3	4

Individual results from the list:
Result for O=C(Nc1ccc(O)c(-c2nc3ccccc3o2)c1)C1(c2ccc(Br)cc2)CCCC1 under Tn7 DDE FP: -1
Result for c1ccc2c(c1)OCC(c1nnc3n1-c1ccccc1SC3)O2 (centres undefined) under UHRF1 MBD2 ctr: 2
Result for CSc1ccc(C2CC(=O)Nc3c2c(=O)n(C)c(=O)n3C)cc1 (centres undefined) under mABHD4 FP: 8
Result for Cc1ccc(CSc2nnc(C)c(=O)n2N)cc1 under TCR-CD3 inh: -3

Complete entries from above. Values in the order: TCR-CD3 inh | PG9 binder | SIAE inh | TDP2 inh | LEDGF integ inh | PRMT1 FP inh | Tn7 DDE FP | mABHD4 FP | HTRA1 inh | UHRF1 MBD2 ctr
CCN(CC)C(=O)CSc1nc2cc(S(=O)(=O)N3CCOCC3)ccc2n1CC in the list: -3 | -0.2 | -2 | 0 | 3 | -3 | 11 | -3 | 2 | 0
COc1ccc(C(=O)Oc2cccc(Nc3ncnc4ccccc34)c2)cc1OC in the list: 3 | -1.1 | -16 | -1 | 3 | 0 | -4 | -10 | -37 | -1

Filtered by structure, the entries above containing a COOH group
SMILES	TCR-CD3 inh	PG9 binder	SIAE inh	TDP2 inh	LEDGF integ inh	PRMT1 FP inh	Tn7 DDE FP	mABHD4 FP	HTRA1 inh	UHRF1 MBD2 ctr
O=C(O)c1ccc(C2(c3ccc(C(=O)O)cc3)OC(=O)c3ccccc32)cc1	2	1.3	-4	-5	5	0	-5	1	-5	4
Cc1cc(C(=O)O)c(CSc2ncn[nH]2)o1	-3	-0.9	-5	-1	-3	4	1	8	-2	2
C#Cc1ccc([C@@H]2C=C(C(=O)O)O[C@H](OCCCCO)C2)cc1	9	-0.4	-3	4	3	1	-9	2	-4	3
